Source: PubChem BioAssay
influenza NS1A – H1N1 influenza NS1A inhibitors, functional cell based assay (AID 504329); inhibition, % at 12.5 µM; hits with a dose series show IC50 in µM; NS1A functional cell-based assay, percent inhibition; higher % means a stronger effect; 0.3% of 340,000 active; in the data active means a potency from the dose series; inconclusive means inhibition above about 27% without an active follow-up result; further: strong numbers were not always called active
Salmonella PhoP GFP – Inhibition of PhoP regulon, Salmonella typhi GFP reporter cells, confirmation, 4 h (AID 1850) | Salmonella Typhi PhoP-promoter GFP reporter, fluorescence, 4 h; higher % means a stronger effect | inhibition, % at 50 µM; hits with a dose series show IC50 in µM | 0.33% of 310,000 active; in the data active means a potency from the dose series; inconclusive means inhibition mostly from about 25% at the one dose, without a potency; inactive means the rest, 99 in 100 with inhibition below about 19%;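 further: 0% = induced wells with vehicle and 100% = uninduced wells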
tuberculosis growth – growth inhibition of non-replicating M. tuberculosis (AID 488890). Mycobacterium tuberculosis non-replicating, growth inhibition; higher % means a stronger effect. inhibition, % at 25 µM; hits with a dose series show IC50 in µM. 0.39% of 320,000 active; in the data active means a potency from the dose series; inconclusive means inhibition mostly from about 82% at the one dose, without a potency; inactive means the rest, 99 in 100 with inhibition below about 76%;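 further: plate controls were DMSO cells for no effect and high antibiotic wells for full effect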
inhibitors of VEEV – inhibitors of VEEV TC-83 cytopathic effect, confirmation, Vero cells (AID 588727). Vero cells, VEEV TC-83 cytopathic effect inhibition; higher % means a stronger effect. inhibition, % at 20 µM; hits with a dose series show IC50 in µM. 0.13% of 350,000 active; in the data active means a potency from the dose series; inconclusive means inhibition mostly from about 14% at the one dose, without a potency; inactive means the rest, 99 in 100 with inhibition below about 12%; further: strong numbers were not always called active
M. tuberculosis HTS – M. tuberculosis growth inhibition, HTS (AID 449762); M. tuberculosis H37Rv growth inhibition, 7H9 media; higher % means a stronger effect; one-dose inhibition, % at 25 µM; IC50 in µM for titrated hits; 0.59% of 330,000 active; in the data active means a potency from the dose series; inconclusive means inhibition above about 70% without an active follow-up result;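 further: bacterial growth assessed after seven days of incubation; strong numbers were not always called active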
inhibitors of VEEV 10K pilot screen – second read-out of inhibitors of VEEV, no call of its own (marks repeat the call); inhibition, %; measured here: 10K pilot screen inhibition
* hit, by the source's call; i = inactive; ? = inconclusive; · = no result given.

SMILES	influenza NS1A	Salmonella PhoP GFP	tuberculosis growth	inhibitors of VEEV	M. tuberculosis HTS	others
Cc1cccc(C)c1Nc1nnc(SCc2cc([N+](=O)[O-])cc3c2OCOC3)s1	2.7%	-7.7%	9.6%	3.8%	6.7%
Cc1c(C)c2cc3c(C)coc3cc2oc1=O	-0.3%	-0.5%	-18.7%	i	-3.1%
CC(C)(C)C(=O)Nc1nnc(SCC(=O)NC2CCCC2)s1	1.5%	-13.8%	2.6%	0.8%	4.5%
Cc1ccc(OCC(=O)Nc2ccc3c(c2)nc(CCN2CCOCC2)n3C)cc1	1.1%	20.6%	?	5.4%	-18.6%
COc1ccccc1NS(=O)(=O)c1ccc2oc(=O)ccc2c1	16.3%	10.5%	-13.9%	0.1%	8.4%
N#Cc1nc(Cc2cccc3ccccc23)oc1NCc1ccc2c(c1)OCO2	-0.3%	-3.8%	-6.6%	4.6%	10.1%
O=C(O)C1CCC(N2C(=O)c3cccc([N+](=O)[O-])c3C2=O)CC1 (stereo not given)	1.3%	-2.8%	-26.4%	0.5%	-1.8%
CCn1ncc(/C=N\NC(=O)COc2ccccc2)c1C	-0.2%	-3.0%	3.4%	i	3.7%
O=c1oc2ccccc2cc1-c1cn(-c2ccccc2)c(=S)[nH]1	-6.5%	4.0%	-3.5%	0.7%	-4.7%
COc1ccccc1N(CC(=O)Nc1ccc(F)c(F)c1)S(C)(=O)=O	1.2%	-0.1%	-1.7%	0.8%	-1.0%	inhibitors of VEEV 10K pilot screen=1.1
CCCCS(=O)(=O)N1CCC(C(=O)Oc2ccccc2OC)CC1	6.5%	0.8%	71.4%	0.4%	28.5%
O=C(N/N=C/c1ccccn1)C1CC1	16.9%	2.9%	10.2%	6.0%	12.9%
O=C(CN1CCC(NC(=O)c2ccccc2F)CC1)Nc1ccc2c(c1)OCO2	0.7%	3.7%	51.4%	i	-13.4%	inhibitors of VEEV 10K pilot screen=0.8
CCC(C(=O)NCCc1ccc(OC)cc1OC)n1nc(C)n2c(cc3occc32)c1=O (stereo not given)	2.3%	-16.9%	-0.1%	i	10.9%
CC(C)c1ccc(/C=N/NC(=O)c2cccc(S(=O)(=O)N3CCOCC3)c2)cc1	-5.0%	6.5%	2.9%	0.6%	-2.2%
O=c1[nH]c(COc2ccc(Br)cc2Cl)nc2ccccc12	19.5%	2.6%	-6.8%	7.7%	-5.9%
CC(=O)c1cc2c(ccc3ccccc32)oc1=O	1.9%	-10.7%	i	0.9%	3.7%
COc1ccccc1C(=O)Nc1nnc(-c2ccccc2)s1	-6.0%	-0.6%	0.8%	1.8%	6.2%
CC1CCCCC12NC(=O)N(CC(=O)Nc1cccnc1Cl)C2=O (stereo not given)	3.8%	8.7%	7.6%	2.0%	1.8%
COc1ccccc1N1CCN(C(=O)CCN2C(=O)c3cccc4cccc(c34)C2=O)CC1	7.6%	10.3%	-5.1%	4.4%	-1.8%
O=C(COC(=O)c1cc(-c2ccc(Cl)s2)nc2ccccc12)NCc1ccco1	6.6%	-14.8%	9.0%	8.3%	5.7%
Nn1c(SCC(=O)Nc2ccc3c(c2)OCO3)nnc1C1CC1	-2.9%	-1.0%	-3.2%	6.7%	·
CCCNc1nc2c(c(=O)[nH]c(=O)n2C)n1CCc1ccccc1	-2.6%	·	·	4.0%	-3.4%
COc1ccc(CNN2CCCCC2C(=O)Nc2ccc(OC)c(OCC(C)C)c2)cc1OC (stereo not given)	-7.1%	-14.2%	5.0%	8.6%	4.1%
CCN(CC(=O)Nc1cc(Cl)ccc1C)C(=O)c1ccc(=O)n(Cc2ccccc2)n1	-5.2%	9.5%	-1.4%	9.5%	-1.1%

Sorted by length of the SMILES (ascending): 7 of the compounds above.
SMILES	influenza NS1A	Salmonella PhoP GFP	tuberculosis growth	inhibitors of VEEV	M. tuberculosis HTS	others
O=C(N/N=C/c1ccccn1)C1CC1	16.9%	2.9%	10.2%	6.0%	12.9%
COc1ccccc1C(=O)Nc1nnc(-c2ccccc2)s1	-6.0%	-0.6%	0.8%	1.8%	6.2%
O=c1[nH]c(COc2ccc(Br)cc2Cl)nc2ccccc12	19.5%	2.6%	-6.8%	7.7%	-5.9%
CC(C)(C)C(=O)Nc1nnc(SCC(=O)NC2CCCC2)s1	1.5%	-13.8%	2.6%	0.8%	4.5%
COc1ccccc1N(CC(=O)Nc1ccc(F)c(F)c1)S(C)(=O)=O	1.2%	-0.1%	-1.7%	0.8%	-1.0%	inhibitors of VEEV 10K pilot screen=1.1
O=C(COC(=O)c1cc(-c2ccc(Cl)s2)nc2ccccc12)NCc1ccco1	6.6%	-14.8%	9.0%	8.3%	5.7%
CCN(CC(=O)Nc1cc(Cl)ccc1C)C(=O)c1ccc(=O)n(Cc2ccccc2)n1	-5.2%	9.5%	-1.4%	9.5%	-1.1%

Further structures
SMILES	influenza NS1A	Salmonella PhoP GFP	tuberculosis growth	inhibitors of VEEV	M. tuberculosis HTS	others
COc1cccc(OC)c1C(=O)NC(=S)N1CCCCC1c1cccnc1 (stereo not given)	-0.6%	-2.3%	20.0%	0.9%	-6.8%
Cc1cc2c(cc1S(=O)(=O)NCc1ccccc1)NC(=O)CO2	-6.4%	1.2%	-3.2%	2.3%	-1.4%
COC(=O)c1cc(S(=O)(=O)Nc2ccc(C)c(F)c2)c[nH]1	2.4%	·	9.2%	1.8%	4.4%
CSCCC(NS(=O)(=O)c1ccc(C)cc1)C(=O)Nc1ccc(C)cn1 (stereo not given)	2.5%	2.4%	-12.4%	0.2%	2.4%
CCn1c(=S)sc2c(=O)n(CC(=O)Nc3cccc(Cl)c3)c(C)nc21	0.1%	-2.4%	6.5%	0.7%	11.5%
CC(C)c1csc(CN2CCC(n3nccc3NC(=O)Cc3ccccc3)CC2)n1	-2.2%	5.3%	-6.4%	1.0%	-6.0%
O=C(Cn1cc(C(=O)C2CC2)c2ccccc21)Nc1ccc(F)cc1	8.0%	4.7%	6.6%	1.4%	-1.4%
CCc1cccc(NC(=O)C2CCCN(S(=O)(=O)c3c(C)[nH]c(=O)[nH]c3=O)C2)c1 (stereo not given)	6.2%	4.8%	19.3%	4.9%	3.8%
N#C/C(C(=O)NCc1ccccc1)=C1/N=C(NC(=O)c2ccco2)c2ccccc21	-18.9%	-19.2%	3.0%	3.9%	1.8%
NC(=O)c1c(C(F)(F)F)cc(-c2ccccc2)nc1NCCO	3.4%	-7.9%	-13.4%	i	8.9%
O=[N+]([O-])c1ccccc1CSc1nnc2ccccn12	-3.3%	4.1%	0.2%	i	7.4%
NS(=O)(=O)c1ccc(CCNC(=O)CSc2nc3ccsc3c(=O)n2CC2CCC(C(=O)O)CC2)cc1 (stereo not given)	-12.8%	-12.0%	2.1%	1.3%	-4.2%
CC1(C)Cc2cccc(OCC(=O)Nc3cc(C(F)(F)F)ccc3N3CCOCC3)c2O1	5.2%	6.7%	6.0%	1.7%	2.7%
O=C1N=c2ccccc2=C1c1sc(NS(=O)(=O)Cc2ccccc2)nc1O	10.9%	9.5%	32.8%	1.9%	-0.6%
CN(C)c1ccc(C#Cc2ccc3cc(CCO)oc(=O)c3c2)cc1	1.4%	·	43.8%	0.7%	12.9%
O=C(c1cccs1)N1N=C(c2ccccc2)CC1c1ccccc1O (stereo not given)	3.5%	-5.1%	11.1%	2.0%	30.6%
COCCN1Cc2cccc(C(=O)NCc3cccnc3)c2C1=O	3.0%	-4.3%	-15.9%	2.2%	-4.0%	inhibitors of VEEV 10K pilot screen=0.2
CC1CC1C(=O)OCC(=O)NCc1ccccc1 (stereo not given)	-9.2%	·	57.0%	2.3%	7.3%
Cc1ccc(S(=O)(=O)CCSc2nc(C)cc(C(F)(F)F)c2C#N)cc1	-18.8%	5.0%	66.2%	12.4%	3.4%
CCN(C(=O)CN1C(=S)NC(C)(C)CC1C)c1ccc(C)c(C)c1 (stereo not given)	1.3%	-7.7%	14.5%	i	-4.0%
O=c1[nH]c(COc2ccccc2)nc2ccccc12	-3.8%	2.2%	-8.7%	0.9%	-3.4%
CCN1CCSc2ccc(C(=O)NCc3cc(Br)ccc3OC)cc21	2.8%	4.3%	24.1%	7.2%	-6.3%	inhibitors of VEEV 10K pilot screen=1.9
COc1ccc(-n2nnc3c(=O)n(Cc4ccccc4C)cnc32)cc1	-6.2%	1.2%	4.9%	2.6%	-2.4%
CC(C)C[C@H]1CN=C(N(C)C)N1CC1CCCC1	12.7%	-3.0%	5.0%	i	1.6%	inhibitors of VEEV 10K pilot screen=0.0
NC(=O)c1ccsc1NC(=O)c1cc(=O)c2ccccc2o1	6.4%	-8.6%	·	0.9%	1.8%

The final 7 compounds of the part above lead into the next:
SMILES	influenza NS1A	Salmonella PhoP GFP	tuberculosis growth	inhibitors of VEEV	M. tuberculosis HTS	others
Cc1ccc(S(=O)(=O)CCSc2nc(C)cc(C(F)(F)F)c2C#N)cc1	-18.8%	5.0%	66.2%	12.4%	3.4%
CCN(C(=O)CN1C(=S)NC(C)(C)CC1C)c1ccc(C)c(C)c1 (stereo not given)	1.3%	-7.7%	14.5%	i	-4.0%
O=c1[nH]c(COc2ccccc2)nc2ccccc12	-3.8%	2.2%	-8.7%	0.9%	-3.4%
CCN1CCSc2ccc(C(=O)NCc3cc(Br)ccc3OC)cc21	2.8%	4.3%	24.1%	7.2%	-6.3%	inhibitors of VEEV 10K pilot screen=1.9
COc1ccc(-n2nnc3c(=O)n(Cc4ccccc4C)cnc32)cc1	-6.2%	1.2%	4.9%	2.6%	-2.4%
CC(C)C[C@H]1CN=C(N(C)C)N1CC1CCCC1	12.7%	-3.0%	5.0%	i	1.6%	inhibitors of VEEV 10K pilot screen=0.0
NC(=O)c1ccsc1NC(=O)c1cc(=O)c2ccccc2o1	6.4%	-8.6%	·	0.9%	1.8%
COc1cccc(-c2noc(CCCC(=O)N3CCOCC3)n2)c1	-8.5%	5.7%	6.0%	1.6%	5.5%
Cc1ccc(C)c(S(=O)(=O)Nc2ccc(O)c(C(=O)O)c2)c1	0.9%	6.0%	11.8%	1.3%	0.8%
C=CCOc1c(CNn2nnnc2N)cccc1OC	-5.2%	3.2%	1.9%	1.4%	-3.1%
Cc1cccc(C(=O)Nc2sc(-c3ccccc3)cc2C(=O)O)c1	-18.4%	-9.4%	35.9%	0.9%	?
COc1cc2c(cc1OC)C(C(=O)N1CCCC1)C(c1ccccc1F)N(C)C2=O (stereo not given)	8.4%	-2.9%	4.5%	0.9%	9.5%
CCn1ncc([N+](=O)[O-])c1C(=O)Nc1ccc(C)c(C)c1	3.5%	-6.6%	21.0%	i	1.8%
COC(=O)c1ccc(-n2nnnc2SCC(=O)Nc2ccccc2F)cc1	-1.9%	-1.5%	56.6%	0.7%	3.7%
O=c1c(-c2ccco2)[n+]([O-])c2ccccc2n1OCc1ccccc1[N+](=O)[O-]	-2.0%	-19.6%	3.6%	11.7%	5.0%
COC(=O)c1ccc(=O)n(-c2ccc(OC)cc2)c1	-7.3%	-6.3%	-5.0%	0.1%	-0.1%
CCCCn1c(N)c(N(CC(C)C)C(=O)CSc2ccc3c(c2)OCCO3)c(=O)[nH]c1=O	-2.8%	·	-0.7%	0.6%	-12.0%
CC(=O)N1CCC2(CC1)CC(=O)c1cc(OCC(=O)N3CCOCC3)ccc1O2	-10.2%	12.1%	22.9%	?	3.8%
COc1cccc2cc(C(=O)Oc3ccccc3)c(=O)oc12	-1.1%	-10.2%	?	3.8%	8.5%
CCOc1ccc(C(=O)Nc2cc(=O)n(C)c(=O)n2C)cc1	-5.5%	-12.1%	·	0.1%	-2.1%
CCN1CCN(C(CNS(=O)(=O)c2ccc(OC)cc2)c2cccnc2)CC1 (stereo not given)	-0.3%	7.8%	25.8%	i	-3.1%
CN1CCN(NC(=O)c2cccs2)CC1	4.2%	11.9%	-3.6%	8.2%	-3.3%
N#Cc1cccnc1N1CCN(C(=O)c2ccccc2)CC1	-12.5%	10.6%	-12.4%	i	-9.0%
N#Cc1ccccc1CN1C(=O)c2ccccc2S1(=O)=O	-7.5%	-5.7%	6.2%	0.4%	13.7%
O=C1CC2(CCN(C(=O)COc3ccc(F)cc3)CC2)Oc2ccccc21	-4.5%	9.6%	0.7%	2.4%	-1.7%
O=C(CC(c1ccccc1)c1ccccc1O)N1CCCCC1 (stereo not given)	-2.8%	-0.2%	-2.4%	2.5%	-0.1%
